KLF5 inh – kruppel-like factor 5 inhibition; DLD-1 KLF5 promoter-luciferase reporter, luminescence; inhibition, % at 5 µM; 290,000 compounds, 0.23% hits; AID 1700;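 active means inhibition above a per-plate limit of that plate's mean compound inhibition plus 3 SD, cut at about 60% in these data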;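 further: 0% = DMSO wells and 100% = LY294002 at 200 µM; higher means less KLF5 promoter-driven luciferase light; inactives centre near -14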
SKKanGAS inh – blocks kanamycin growth of S. pyogenes SKKanGAS strain | 300,000 compounds, 1.3% hits | inhibition, % at 7.5 µM | BacTiter-Glo, 6 h;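 active means mean replicate score, as percent of positive control median, at least 50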;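 further: strain carries kanamycin resistance gene driven by streptokinase promoter and grows in 40 µg/ml kanamycin; loss of luminescence reflects streptokinase promoter inhibition or plain growth inhibition; 0% = median of DMSO wells and 100% = positive control at its reference dose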
HSP90 refold inh – HSP90 refolding inhibition in rabbit reticulocyte lysate. inhibition, % at 5.6 µM. 290,000 compounds, 0.91% hits. luciferase refolding luminescence, 3 h;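 active means inhibition above the screen-wide mean plus 3 SD, computed separately per campaign, cut at about 16% in these data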;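 further: 0% = DMSO wells and 100% = 60 µM geldanamycin wells; inhibitors lower the luminescence because luciferase stays unfolded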
aSyn 5UTR inh – 5' untranslated region of α-synuclein, MLPCN primary screen. alpha-synuclein 5'UTR reporter, inhibitor activity. inhibition, % (tested at 7.5 µM). 300,000 compounds, 0.82% hits; in the data active means inhibition above about 60%;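 further: H4 neuroglioblastoma cells stably carrying SNCA 5'UTR luciferase fusion; 0% = DMSO wells and 100% = positive control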
HSF1 activator – increases HSF-1 driven luciferase reporter signal. AID 504408. 300,000 compounds, 1.7% hits. NIH3T3-HGL HSF-1 luciferase reporter, MG132, 8 h; 100% = twice DMSO control signal. activation, % at 9 µM;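 active means mean replicate activation of at least 50% with a set share of replicates each reaching 50%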;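 further: 0% = median of the neutral control wells and 100% = twice that signal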
Platelet DG rel – platelet dense granule release activity; human platelet-rich plasma, SFLLRN dense granule ATP release, luminescence; inhibition, %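 (compounds screened at 7.5 µM in platelet-rich plasma)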; 300,000 compounds, 0.22% hits;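 active means mean replicate score, as percent of positive control, at or above 50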
HSF1 inh – HSF1 inhibition. NIH3T3-HGL HSE-luciferase, MG132-induced, luminescence 8 h; stronger effect = lower value. activity change, negative = inhibition, % at 7.5 µM (by protocol). 300,000 compounds, 0.77% hits. AID 2098;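 active means more than half of replicate wells show activity change below -50%, luminescence cut by over half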;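 further: luciferase reports HSF-1 transcriptional activity via heat shock element; 0% = median of DMSO wells and -100% = zero luminescence signal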
AI-2 QS modul – modulates the Vibrio harveyi AI-2 quorum sensing system. Vibrio harveyi JMH597 AI-2 luminescence/OD600 ratio, 9 h; stronger effect = lower value; strain lacks LuxN and CqsS sensors; 0 = neutral-control median. activity change, % at 7.5 µM. 300,000 compounds, 0.4% hits; in the data active means activity change below about -75%, passing the limit was not always enough;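 further: luminescence divided by OD600 gain over 9 h not by final OD600 alone; inactives centre near 13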
HIF activator – HIF pathway transcriptional activation. activation, % at 7.5 µM (by protocol). U2OS HRE-luciferase reporter, luminescence; normalized: DMSO 0%, desferrioxamine 100%. 300,000 compounds, 0.32% hits;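 active means mean activation of at least 10% of the iron chelator positive control signal, with at least half of replicates also reaching 10%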
IEC-6 tox – counter-screen for KLF5 inhibitors: cytotoxicity in IEC-6 cells. IEC-6 cytotoxicity, luminescence viability. inhibition, % at 5 µM. 290,000 compounds, 0.78% hits. AID 1825; in the data active means inhibition above about 22%;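 further: 0% = plate median of test compound wells and 100% = cytotoxic reference compound wells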
Starred values were filed as active, the others as inactive; . = not tested or not shown.

SMILES | KLF5 inh | SKKanGAS inh | HSP90 refold inh | aSyn 5UTR inh | HSF1 activator | Platelet DG rel | HSF1 inh | AI-2 QS modul | HIF activator | IEC-6 tox
CSCCC(NC(=O)c1ccccc1Cl)C(=O)NCCOc1ccccc1 (stereo unspecified) | . | -8 | . | 3 | 4 | 2 | 6 | 20 | -0.2 | .
CCOC(=O)Cn1cc(C=O)c2ccccc21 | -33 | -5 | -1 | 7 | 15 | 8 | 0 | 18 | 0.4 | -4
COc1ccc2cc(-c3ccccc3)c(=O)oc2c1 | -136 | -3 | 3 | -72 | 35 | 12 | 23 | 18 | 1.0 | -2
Cc1c(C(=O)O)oc2c1ccc1ccccc12 | -18 | -1 | -1 | 3 | 2 | . | 7 | 31 | -2.4 | -2
COc1ccc2c(c1)c(=O)c(C(=O)c1ccccc1)cn2Cc1ccccc1 | 1 | 1 | 5 | 7 | -13 | 0 | -1 | 5 | 0.6 | -1
COc1ccc(C(=O)O)cc1S(=O)(=O)N(C)CCc1cccnc1 | -23 | 1 | 1 | 2 | -30 | 11 | -25 | 17 | -0.2 | -6
Cc1ncc(CO)c2c1Oc1nc(-c3ccccc3)nc(SCC(=O)N3CCOCC3)c1C2 | -29 | 3 | -2 | -40 | -1 | 1 | -7 | 5 | -0.2 | -4
CC(=O)N1CCN(C(=O)CC2OC(=O)c3ccccc32)CC1 (stereo unspecified) | -24 | -8 | 4 | 6 | 47 | -11 | 17 | 20 | -0.1 | 12
CCN(c1ccc(OC)cc1)S(=O)(=O)c1ccc(-c2cc(C)no2)s1 | -18 | 2 | -3 | -47 | 9 | 8 | 3 | 19 | 2.2 | 7
CCOc1ccc2oc(C(=O)NNC(=O)c3ccccc3O)c(C)c2c1 | . | 69* | . | -27 | 7 | 3 | 7 | -6 | 0.2 | .
COc1ccc(CC(=O)Oc2ccccc2C)cc1S(=O)(=O)N1CCOCC1 | . | 14 | . | 6 | -24 | 4 | -1 | 3 | 0.4 | .
Cc1ccc(C2(CCNS(=O)(=O)c3ccc(C)cc3)CCOC(C(C)C)C2)cc1 (stereo unspecified) | -9 | 5 | 3 | -13 | . | -6 | . | -4 | . | 2
O=C(NCC(=O)N(c1cccnc1)C(C(=O)NC1CCCCC1)c1cccnc1)c1ccco1 (stereo unspecified) | -7 | 2 | 9 | -3 | -3 | 2 | -4 | 35 | -0.7 | 2
O=C(NCC1CCCO1)c1cccc(NC(=O)c2ccco2)c1 (stereo unspecified) | -5 | -3 | -1 | 28 | -11 | 3 | -1 | 5 | -0.2 | 3
COc1ccc(NC(=O)N2CCN(c3ccc([N+](=O)[O-])cc3)CC2)cc1 | -14 | 0 | -4 | -2 | -9 | 0 | -2 | -4 | 0.0 | -16
Cc1ccc(NC(=O)CN2CCCCCC2)cc1[N+](=O)[O-] | -20 | -1 | -2 | -90 | 27 | -17 | 16 | -1 | 1.6 | -3
O=C(Cc1ccc(-n2cccc2)cc1)N1CCN(c2ccccc2F)CC1 | -42 | 5 | 8 | 8 | -10 | 4 | 6 | -6 | -0.3 | 0
CCn1nc(C)c(/C=N/NC(=O)CSc2ccccn2)c1C | -23 | -4 | 6 | -45 | 16 | 22 | -2 | 16 | 1.1 | -4
Cc1ccc(-n2nnnc2-c2cccc(C)c2)cc1 | -31 | -8 | -2 | 4 | 25 | 4 | -4 | -4 | -1.2 | -6
N#Cc1ccc(CSc2nnc(Cc3cccs3)n2Cc2ccco2)cc1 | -2 | -1 | 2 | 10 | 6 | 1 | 12 | 18 | -0.2 | 4
COC(=O)c1cc(C(=O)c2ccc(Cl)cc2)n2c(=O)/c(=C\N(C)C)sc12 | -10 | -1 | -5 | 19 | -4 | 1 | -3 | 36 | 0.1 | 3
C=CCn1c(=O)c2ccccc2n2c(SCc3nc4ccccc4s3)nnc12 | -29 | 1 | 3 | -97 | 17 | -1 | -8 | 34 | 1.9 | -3
O=C(NCc1ccc2c(c1)OCO2)C1CCN(c2nccc(C(F)(F)F)n2)CC1 | -6 | -5 | 3 | 6 | 30 | 6 | -2 | 3 | -0.1 | 1
COc1ccc2sc3ccccc3c(=O)c2c1 | -71 | -1 | 1 | -170 | 22 | 6 | 14 | 21 | 3.1 | 3

Looked up by structure from the entries so far (2):
SMILES | KLF5 inh | SKKanGAS inh | HSP90 refold inh | aSyn 5UTR inh | HSF1 activator | Platelet DG rel | HSF1 inh | AI-2 QS modul | HIF activator | IEC-6 tox
COC(=O)c1cc(C(=O)c2ccc(Cl)cc2)n2c(=O)/c(=C\N(C)C)sc12 | -10 | -1 | -5 | 19 | -4 | 1 | -3 | 36 | 0.1 | 3
COc1ccc2sc3ccccc3c(=O)c2c1 | -71 | -1 | 1 | -170 | 22 | 6 | 14 | 21 | 3.1 | 3

Continued:
SMILES | KLF5 inh | SKKanGAS inh | HSP90 refold inh | aSyn 5UTR inh | HSF1 activator | Platelet DG rel | HSF1 inh | AI-2 QS modul | HIF activator | IEC-6 tox
COc1ccc(C(C(=O)NC2CCCCC2)N(Cc2ccco2)C(=O)c2snc(C(N)=O)c2N)cc1 (stereo unspecified) | 4 | 7 | 2 | 5 | -1 | 7 | -7 | 6 | -0.9 | -2
CCN(CC)S(=O)(=O)c1ccc(C)c(NC(=O)Cn2c(=O)cnc3ccccc32)c1 | -16 | 17 | 0 | 1 | -2 | 7 | 0 | 2 | -0.3 | -1
CCCCc1cc(=O)oc2c(C)c(OCC(=O)NCc3ccccn3)ccc12 | 2 | -14 | 2 | -20 | -8 | 7 | 1 | -5 | -0.9 | 0
COc1ccc(/C=C2\CCc3ccccc3C2=O)c(OC)c1OC | -7 | -1 | 1 | -55 | 23 | 1 | 27 | 11 | 1.8 | 2
CCN(CC)S(=O)(=O)c1ccc(Cl)c(NC(=O)c2ccccc2C)c1 | -35 | 0 | 1 | 37 | 13 | 12 | -1 | 2 | -0.7 | -3
Cc1ccc(S(=O)(=O)NC(=O)c2ccccc2)cc1C(C)C | 25 | -2 | -5 | 23 | 8 | 0 | 2 | 27 | 0.1 | -6
CCc1ccc(CN(C(=O)c2oc3ccccc3c2C)C2CCS(=O)(=O)C2)cc1 (stereo unspecified) | -12 | 2 | 0 | 20 | -13 | 1 | -3 | 8 | -0.4 | -1
Fc1ccc(-n2c(=S)[nH]c3cccnc32)cc1 | -49 | 3 | -2 | 8 | -4 | 2 | -4 | 18 | -16 | -2
COc1ccccc1NC(=O)CSc1nc2sc(C)c(C)c2c(=O)n1C | -49 | 7 | -1 | 0 | 23 | 9 | -4 | 26 | 0.3 | 0
CN1c2ccc(Cl)cc2C(=O)NC1C1CC=CCC1 (stereo unspecified) | -9 | 1 | 5 | -4 | 27 | 27 | 4 | 12 | -0.6 | 4
CCN1CC(CN(C)Cc2cn(-c3ccc(C)cc3)nc2-c2ccc(F)cc2)CC1=O (stereo unspecified) | 12 | 6 | 10 | 8 | 8 | -13 | 10 | 11 | 2.0 | -6
O=S(=O)(NCCCN1CCOCC1)c1ccc(Cl)cc1 | -10 | -6 | -1 | 1 | -19 | -4 | -7 | -4 | 1.2 | 4
O=c1cc(CSc2ccc(Cl)cc2)nc2nc[nH]n12 | -25 | -1 | 3 | 33 | 23 | -1 | 1 | 13 | -0.6 | 0
C(=C\n1nnc2ccccc21)/c1ccccn1 | . | 6 | . | -58 | 21 | 10 | 21 | 29 | 2.1 | .
O=C(O)C1C2CCC(O2)C1C(=O)Nc1ccc(Br)cc1F (stereo unspecified) | -6 | 0 | 1 | 6 | -8 | -1 | -10 | -4 | -7.3 | 8
COc1ccc(N(C(=O)C(C)C)S(=O)(=O)c2cccs2)cc1 | 13 | 4 | 4 | -9 | 4 | -1 | -2 | 7 | 1.0 | -2
O=C(CSc1nnc(-c2ccccn2)o1)Nc1ccccc1C(F)(F)F | -64 | 1 | 0 | -104 | 6 | 12 | 2 | 6 | 3.0 | 2
O=C(N/N=C/c1ccc([N+](=O)[O-])cc1)c1cccc2cc[nH]c12 | -38 | 1 | 3 | 14 | 9 | -22 | 8 | 17 | 1.3 | 4
COc1cc(C2CC(=O)c3c(O)cc(O)cc3O2)ccc1O (stereo unspecified) | -17 | 0 | 4 | 8 | -3 | -2 | -9 | 4 | -0.1 | -5
O=C(Cc1ccccc1)N1N=C(c2ccncc2)CC1(O)C(F)(F)F (stereo unspecified) | -8 | -2 | 2 | 19 | 1 | 0 | 0 | 25 | 0.0 | -3
Cc1nnc(-c2ccc(Cl)cc2)[nH]c1=O | -29 | 6 | 5 | 4 | 8 | -2 | 1 | 3 | -0.6 | 6
CC1=Nn2c(nnc2-c2ccccc2F)SC1 | -6 | -7 | 2 | 3 | 1 | 6 | 1 | 13 | -0.2 | -1
COC(=O)c1sccc1NC(=S)N1CCN(c2ccc(F)cc2)CC1 | -48 | 12 | -1 | -29 | 2 | 8 | 4 | -14 | 0.5 | -2
CCN(CC)c1ccc(C(=O)Nn2c(C)nc3ccccc3c2=O)cc1 | -3 | -2 | -1 | 2 | -3 | -5 | -7 | 13 | 1.7 | 4
O=C(O)c1cccc(CSc2nc(-c3ccc(Cl)cc3)cc(C(F)(F)F)n2)c1 | -2 | 28 | -2 | 20 | -16 | -2 | 0 | 15 | -0.2 | -6
O=C(CCNS(=O)(=O)c1ccc(Br)cc1)NCc1ccc(F)cc1 | -12 | -5 | -9 | 20 | 6 | 1 | 0 | 31 | 0.6 | 0
Cn1c(=NC(=O)C2CCN(S(=O)(=O)c3cccs3)CC2)sc2ccccc21 | -4 | 4 | -1 | -5 | -1 | -2 | -1 | 1 | 0.2 | 0
Cc1ccc(NC(=O)CN(C)C(=O)Cn2nnc(-c3ccccc3)n2)cc1 | . | -8 | . | 2 | -6 | -2 | -1 | 33 | -0.1 | .
O=C(/C=C/c1ccccc1)NCCS(=O)(=O)N1CCN(c2ccccc2)CC1 | . | 0 | . | 8 | 7 | 10 | 2 | 23 | -0.2 | .
C=C(C)COc1ccc2c(C)c(C)c(=O)oc2c1OCC(=C)C | -25 | 2 | 0 | 33 | 1 | -34 | -2 | 36 | -0.2 | 2
CC(C)NC(=O)c1ccc2c(c1)nnn2C | -25 | 3 | 1 | 23 | -4 | 0 | -1 | 35 | -0.2 | 1
O=C(COC(=O)/C=C/c1nc2ccccc2s1)Nc1cccc(Cl)c1Cl | -7 | 2 | 3 | -9 | -11 | 2 | 4 | 11 | 0.0 | 9
CCCC(CCC(=O)Nc1cccc([N+](=O)[O-])c1)C(=O)O (stereo unspecified) | -30 | 6 | -1 | -3 | -16 | 4 | 0 | 22 | 0.1 | -2
Cc1cccc(NS(=O)(=O)c2ccc(Cl)cc2)n1 | -11 | 0 | 0 | 1 | 3 | -2 | -3 | 18 | -11 | 7
CCCCn1nnnc1SCC(=O)Nc1ccc(C)cc1 | -39 | -5 | 2 | -7 | -15 | 3 | -10 | 7 | 0.1 | 4
CC(=O)OCC(=O)c1c[nH]c2ccccc12 | -9 | 2 | 3 | -7 | -11 | 1 | 0 | 17 | -0.2 | 2
O=C1C2CC=CCC2C(=O)N1c1ccc(NCCc2ccccc2)c([N+](=O)[O-])c1 (stereo unspecified) | -43 | -9 | -1 | -28 | 70* | 1 | 35 | 0 | 2.3 | -3
Cc1ccc(S(=O)(=O)N2CCCC(c3nc4c(nnn4Cc4ccc5c(c4)OCCO5)c(=O)[nH]3)C2)cc1 (stereo unspecified) | -34 | 29 | 2 | 35 | -9 | -3 | -7 | 17 | -0.7 | -2

High-throughput results from PubChem BioAssay.
